# Screening data: PubChem, several laboratories
# hiPSC survival: enhancers of human iPSC single-cell survival. hiPSC single-cell survival, ATPlite luminescence; 100% = ROCK inhibitor wells, 0% = DMSO. survival enhancement, % at 20 µM. 360,000 compounds, 0.044% hits. AID 602274; in the data active = survival enhancement above about 18%;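 note: cells exposed to compounds for 16 hours before the ATP read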
# Cardio protect: modulators protecting cardiomyocytes from myocardial damage | H9c2 cardiomyocytes, H2O2 injury protection, ATPLite, 2 h | protection from H2O2 cell death, % at 20 µM | 360,000 compounds, 0.63% hits;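 active = compounds giving at least 50% protection of heart cells from peroxide-induced death in the single-dose screen, raw or plate-pattern-corrected value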;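 note: 0% = DMSO wells with peroxide and 100% = DMSO wells without peroxide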
# NR2E3 ag-1: activates human NR2E3 receptor; Q9Y5X4; CHO-S Gal4-NCOR/VP16-NR2E3 two-hybrid, luciferase; inhibition of corepressor binding, % at 3.98 µM; 360,000 compounds, 0.35% hits; AID 602229;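 active = inhibition above the mean of all tested compounds plus 3 SD, cut at about 70% in these data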;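 note: 0% = DMSO with NR2E3 transfected cells and 100% = cells lacking NR2E3 construct; higher means lower luciferase signal from less NR2E3 corepressor binding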
# Target sequence (Q9Y5X4 whole entry, looked up, the tested form may be a part): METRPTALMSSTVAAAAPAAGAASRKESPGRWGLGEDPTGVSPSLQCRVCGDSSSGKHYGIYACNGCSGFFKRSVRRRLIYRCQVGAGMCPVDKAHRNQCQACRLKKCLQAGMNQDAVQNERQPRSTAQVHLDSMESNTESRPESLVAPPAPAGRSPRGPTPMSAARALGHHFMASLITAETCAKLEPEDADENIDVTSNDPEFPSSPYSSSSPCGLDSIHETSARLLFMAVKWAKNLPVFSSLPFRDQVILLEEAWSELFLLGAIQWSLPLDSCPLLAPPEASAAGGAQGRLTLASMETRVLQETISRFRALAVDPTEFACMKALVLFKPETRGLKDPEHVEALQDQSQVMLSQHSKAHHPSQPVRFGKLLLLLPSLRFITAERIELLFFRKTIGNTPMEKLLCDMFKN
# NR2E3 ag-2: NR2E3 (human) agonism; 320,000 compounds, 0.12% hits; GST-NR2E3/biotin-RetCOR TR-FRET, 1536-well; AID 2300; inhibition of corepressor binding, % at 4.78 µM; Q9Y5X4;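 active = percent inhibition above the cutoff of mean plus 3 SD of all tested compounds, set per screening campaign, cut at about 20% in these data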;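 note: 0% = DMSO wells and 100% = biotin wells as full block of FRET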
#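 System: GST-NR2E3 and biotin-RetCOR proteins; probe or stimulus: 7 nM biotin-RetCOR; doses: compound at 4.8 µM, single dose; schedule: Compound–protein incubation for 5 h at 4 °C; detection: time-resolved FRET; read-out: percent inhibition; controls: biotin wells as high control, 0.6% DMSO wells as low control; format: 1536-well plates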
# CaV13 FRET inh: Disruptors of the CACNA1D IQ motif to Ca2+-dependent inactivation inhibitor domain association, primary screening, Förster resonance energy transfer in intact living … | HEK cells, CFP/YFP FRET ICDI-IQ, plate reader, 10 min; percent FRET-ratio fall versus neutral wells | inhibition, % at 12.3 µM | 340,000 compounds, 0.098% hits;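 active = mean replicate inhibition of at least 30% and at least 1% of replicates passing that level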;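 note: 0% = median of the neutral control wells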
# Peg3 prom inh: inhibitors of Peg3 promoter; HeLa PEG-Prom luciferase reporter, luminescence, overnight; 360,000 compounds, 1.7% hits; inhibition, % at 20 µM;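 active = inhibition of at least 50% at 20 µM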
# PDI inh: inhibitors of human protein disulfide isomerase | 350,000 compounds, 0.052% hits | AID 588391 | PDI insulin aggregation turbidity, A650, 90 min | inhibition, % at 10 µM;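 active = mean inhibition across replicates of 30% or more, whatever share of single replicates reach that level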;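 note: absorbance from insulin aggregation driven by PDI reduction with DTT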
# TRPM1 prom inh: MITF TRPM1 promoter inhibition in SK-MEL-5 cells | AID 488899 | SK-MEL-5 TRPM1 promoter luciferase, 24 h | 330,000 compounds, 0.83% hits | inhibition, % at 12.5 µM;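 active = mean inhibition across replicates of 60% or more, whatever share of single replicates reaches that level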; note: values of inactives mirror those of a sister screen read the other way
# HIF-2a block: blocks HIF-2a reporter activity; 786-0 RCC cells HIF-2a reporter, luciferase luminescence, overnight; 360,000 compounds, 0.72% hits; inhibition, % at 18.8 µM;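 active = inhibition of the luminescence signal of 40% or more relative to plate controls, in a single-dose primary screen at 18.75 µM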
# Shn3 3UTR inh: reduces Shn3 3'UTR luciferase signal in osteoblasts. Clone20 osteoblast Shn3 3'UTR firefly luciferase, 24 h. inhibition, % at 12.5 µM. 360,000 compounds, 0.52% hits;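 active = mean inhibition of at least 75% with every replicate also reaching 75%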;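 note: 0% = median of neutral control wells and 100% = pilot-screen positive control compound; some compounds past the cut are filed as inactive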
# HTR2A ag: mouse HTR2A agonism via beta-arrestin recruitment; P35363; CHO-K1 mHTR2A beta-arrestin complementation, luminescence; percent of 30 µM serotonin response; activation, % at 7.6 µM; 360,000 compounds, 0.66% hits;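 active = activation above a run cutoff, the mean activation of all tested compounds plus 3 SD, cut at about 14% in these data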;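 note: 0% = plate median of compound wells and 100% = 30 µM serotonin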
# Target sequence (P35363 whole entry, looked up): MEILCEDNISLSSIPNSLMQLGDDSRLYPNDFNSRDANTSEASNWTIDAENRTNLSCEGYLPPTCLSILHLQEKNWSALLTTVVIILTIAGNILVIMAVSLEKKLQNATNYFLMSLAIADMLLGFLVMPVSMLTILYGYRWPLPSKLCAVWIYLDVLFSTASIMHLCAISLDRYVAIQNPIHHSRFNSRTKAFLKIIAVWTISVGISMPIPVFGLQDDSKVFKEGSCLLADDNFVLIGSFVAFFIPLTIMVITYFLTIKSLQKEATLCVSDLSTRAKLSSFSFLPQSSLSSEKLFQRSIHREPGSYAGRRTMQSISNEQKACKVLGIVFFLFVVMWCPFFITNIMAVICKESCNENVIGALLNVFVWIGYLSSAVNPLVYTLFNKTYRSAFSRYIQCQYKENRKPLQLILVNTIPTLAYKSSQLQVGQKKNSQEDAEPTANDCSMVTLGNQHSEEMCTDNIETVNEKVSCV
# * = called active by the depositor; nt = no result given. Compounds were not picked by outcome; overall some 3.9% were active at least once.
SMILES,hiPSC survival,Cardio protect,NR2E3 ag-1,NR2E3 ag-2,CaV13 FRET inh,Peg3 prom inh,PDI inh,TRPM1 prom inh,HIF-2a block,Shn3 3UTR inh,HTR2A ag
Cc1ccc(CNC(=O)N2CCN(C)CC2)cc1,2.0,0,-12,0,-9,-3,-1,1,19,-79,-6
Cc1ccc(NC(=O)c2ccc(-n3cncn3)c([N+](=O)[O-])c2)cc1,3.4,1,-5,0,1,-25,8,3,-18,10,-2
NC(=O)c1ccsc1NC(=O)COC(=O)Cc1ccccc1Cl,0.7,-17,7,0,-2,-3,-6,7,13,23,-5
CCOc1ccc(N2C(=O)CC(NCCc3c[nH]c4ccccc34)C2=O)cc1 (configuration not stated),-1.0,-1,6,1,-4,9,11,-22,15,0,19*
CC(=O)Nc1c(-c2ccccc2Cl)c(=O)c2ccccc2n1C,0.9,13,-14,5,-2,12,-2,8,14,1,5
CCCCNC(=O)c1cc2c(-c3ccc(Cl)cc3)nn(C)c2s1,-0.8,-4,-6,4,1,18,-8,18,25,8,0
CCC(c1nnnn1-c1ccc2c(c1)OCCO2)N1CCN(c2cccc(C)c2C)CC1 (configuration not stated),-0.2,nt,-2,nt,-5,nt,nt,nt,14,nt,4
Cc1c(C(=O)NCC2CCCO2)oc2ccc(S(=O)(=O)N3CC(C)CC(C)C3)cc12 (configuration not stated),1.0,-14,-34,4,-6,27,18,nt,39*,16,-5
Cc1ccc(S(=O)(=O)N(C)C)cc1-n1c(SCC(=O)N(C)C)nc2ccccc2c1=O,0.1,5,-21,0,-6,5,3,7,20,nt,0
CCOC(=O)c1cc(CC)sc1NC(=O)COc1ccc2c(C)cc(=O)oc2c1,-0.8,9,-16,0,-3,15,-9,31,15,6,4
O=C(Nc1ccc2c(c1)OCO2)C1CCN(C(=O)c2ccc(Cl)cc2)CC1,0.6,1,0,2,7,-1,-2,1,9,16,-6
O=C(Cn1ncc2c1-c1ccccc1OC2)N1CCc2ccccc21,0.5,7,-11,6,-3,-12,nt,0,-25,-47,-3
CCN(CC)S(=O)(=O)c1ccc(N=Nc2cc(C)cc(Br)c2O)cc1,-0.4,7,-3,0,-2,-5,-4,8,-8,-13,2
CCOc1ccc(NC(=O)CN2C(=O)c3ccccc3C2=O)cc1,-0.8,-1,24,-5,-5,1,-3,2,0,8,-5
CCOC(=O)c1oc2ccccc2c1COC(=O)CNC(=O)c1cc(OC)c(OC)c(OC)c1,0.0,-2,0,2,-1,-13,6,0,-9,10,3
CN1C(=O)CN(CCN2CC(=O)N(C)C(=O)C2)CC1=O,-0.1,-2,-1,nt,-9,4,-11,nt,4,2,0
CCN(CC)CCNC(=O)c1ccc(NC(=O)c2cccc(S(=O)(=O)N(C)C3CCCCC3)c2)cc1,-0.3,1,1,nt,-4,83*,1,73*,24,7,-8
O=C(ONC1=NCCCCC1)c1ccc([N+](=O)[O-])cc1,-1.8,-3,7,3,-1,16,9,6,20,11,3
NNC(=O)c1ccc(COCC(F)(F)F)cc1,-0.4,1,2,0,-20,12,-4,4,10,17,-7
Cc1c(-c2ccc(/C=N/NC(=O)C(=O)Nc3ccccc3F)o2)cccc1[N+](=O)[O-],-0.1,3,-17,1,-12,6,-11,nt,1,nt,-3
C=CCNC(=O)CN(CCc1ccccc1)S(=O)(=O)c1ccccc1,0.9,2,-14,4,-1,-1,-5,7,1,-4,6
O=C(c1ccco1)N(Cc1ccccc1)Cc1ccccn1,0.0,-3,18,0,-6,14,2,5,7,-18,-4
Cn1c(SCc2c(F)cccc2Cl)nc2ccccc2c1=O,-0.4,-10,10,1,-17,31,-4,14,13,56,5
CC(=O)Nc1ccc(S(=O)(=O)Nc2nc3ccccc3nc2N2CCc3ccccc3C2)cc1,0.9,6,-52,6,-6,-152,-5,25,-197,-125,-7
O=C(CC[C@H]1O[C@@H](n2ccc(=O)[nH]c2=O)[C@H](O)[C@@H]1O)N1CCN(Cc2cccc3ccccc23)CC1,-1.3,8,9,nt,-4,-5,nt,nt,7,7,-1
CCOC(=O)c1c(C)[nH]c(NC(=O)Nc2ccc(NC(C)=O)cc2)c1C,-0.2,4,-8,nt,-18,7,-3,11,14,-1,0
O=C(Nc1ccc(Cl)c([N+](=O)[O-])c1)C(NCCCO)c1ccccc1 (configuration not stated),-0.8,2,-12,1,-2,5,3,10,0,-1,-4
C=CCOc1ccc(/C(O)=C2\C(=O)C(=O)N(CCCOC)C2c2ccc(O)c(OC)c2)cc1 (configuration not stated),1.2,-4,-18,-1,nt,18,-6,10,25,-4,-5
N#CCCn1nnc(-c2ccccc2F)n1,1.4,2,2,-1,-4,3,1,-1,7,-4,3
CC(Sc1nc(-c2ccccc2)cc(C(F)(F)F)n1)C(=O)N1CCC(C(N)=O)CC1 (configuration not stated),0.3,5,13,2,nt,15,8,0,-3,2,5
Cc1nn(CC(=O)NC2CCC(C)CC2)c(C)c1[N+](=O)[O-] (configuration not stated),-0.3,-1,20,-4,-2,-7,-13,-1,9,-2,1
O=C(CNC(=O)c1cccc(Br)c1)N/N=C/c1cccs1,-0.2,-1,1,2,-4,3,-5,-2,-5,-45,1
CCOC(=O)C1=C(O)C(=O)N(C2CCCCC2)C1,-0.3,-1,1,0,-13,4,-3,-4,20,-15,1
COc1ccc(CNC(=O)C[C@H]2C(=O)N(CCc3ccccc3)C[C@@H]2Cc2ccccc2)cc1,0.5,18,-14,-2,-4,11,-1,8,8,7,-4
O=c1[nH]c(-c2ccccc2)cnc1-c1ccccc1,-0.5,-7,-112,4,-6,-106,-8,nt,-165,-101,5
Cc1cc(C)n2nc(C(=O)OCC(=O)Nc3ccc(C)c(S(=O)(=O)N4CCOCC4)c3)nc2n1,-0.1,5,2,nt,-6,6,-5,-1,4,-10,0
CC1CC(NC(=O)c2cnc3n(c2=O)CCS3)CC(C)(C)C1 (configuration not stated),1.3,6,-31,1,-6,3,nt,nt,14,-7,5
CC(NC(=O)Cc1ccc(F)cc1)c1ccc(F)cc1 (configuration not stated),-1.9,-2,-25,2,-2,1,-9,6,7,-37,-2
CCOc1ccc(CCNC(=O)COC(=O)c2cccc(S(=O)(=O)N3CCCC3)c2)cc1OCC,-0.1,0,-10,1,-5,10,-1,8,-15,1,4
CCCS(=O)(=O)N1CCCC(C(=O)NCCN2CCCCC2C)C1 (configuration not stated),0.3,14,-6,-1,-5,6,15,-10,10,-14,1
CCC(=O)N1CCC1(C)C(=O)Nc1cnc2ccccc2c1 (configuration not stated),-1.5,-3,5,nt,-5,-15,-11,nt,-21,-14,3
Cc1cccc(N2CCN(S(=O)(=O)c3ccc4c(c3)CCCN4C(=O)C3CCC3)CC2C)c1 (configuration not stated),-0.2,-6,-7,-1,-14,26,-2,-8,-3,34,14
COc1ccccc1N1C(=NC(=O)COc2ccccc2)SC2CS(=O)(=O)CC21 (configuration not stated),-0.3,1,-15,2,-3,-10,1,1,4,4,2
CC(O)(c1ccccc1)c1nc(-c2ccncc2)cs1 (configuration not stated),0.2,-8,10,nt,-8,-4,-4,nt,8,19,2
CCOC(=O)N1CCN(C(=O)c2nn(-c3ccc(C)cc3)c(=O)c3c2c2ccccc2n3C)CC1,-0.4,44,-19,0,-5,58*,-5,9,8,-13,3
Cc1ccccc1CN1CCN(C(=O)c2cccc3ccccc23)CC1,-0.4,-6,-24,-1,-5,31,5,7,22,16,0
COc1cc(OC)cc(C(=O)Nc2nc(CC(=O)NC(C)c3ccccc3)cs2)c1 (configuration not stated),-0.4,14,11,3,-3,32,10,-9,9,1,-5
O=C(COc1ccc2ccccc2c1)N1CCN(c2ccccc2)CC1,0.0,-3,-6,2,-6,4,13,12,5,-14,5
O=c1[nH][nH]c2c1[C@H](c1ccc(Cl)cc1)O[C@H](CCc1ccccc1)C2,-0.3,nt,-7,nt,-6,nt,nt,nt,11,nt,-9
Cc1ccccc1C(=O)N1CCC[C@H]1C(=O)N1CCC[C@H]1C(=O)NCc1ccccn1,0.4,nt,1,nt,-5,nt,nt,nt,6,nt,1
CCOC(=O)CC(=O)CSC1=C(C#N)C(c2ccccc2OC)CC(=O)N1 (configuration not stated),-2.1,-4,-10,-1,-5,-10,-13,7,-2,-1,0
CCn1c(C)nc2cc(C(=O)N3N=C(CCOC)CC3(O)C(F)(F)F)ccc21 (configuration not stated),-0.6,-3,-21,-1,-4,1,7,2,10,-6,-3
COc1ccc(OCCSc2n[nH]c(N)n2)cc1,-2.0,-2,-26,-3,nt,-23,2,-13,-50,-5,-1
NS(=O)(=O)c1cccnc1Nc1cccc(C(F)(F)F)c1,-1.1,-2,3,1,-5,4,-1,-12,4,1,9
NC(=O)c1cccc(-c2ccnc3c2CC(C(=O)NCC2CC2)O3)c1 (configuration not stated),-1.4,25,-13,nt,-6,10,1,nt,17,-10,4
NC(=O)[C@H]1CC2(CC(c3cccc(NC(=O)COc4ccc(Cl)cc4)c3)=NO2)CN1C(=O)c1ccc(Cl)cc1 (some centres not stated),-3.9,6,-19,0,-6,-14,9,-1,-63,24,2
Cc1ccc(S(=O)(=O)N(C)C[C@H]2OCc3cn(nn3)CCCC(=O)N([C@@H](C)CO)C[C@@H]2C)cc1,-1.2,9,-39,nt,-10,-11,-8,nt,9,3,9
Cc1ccc(NC(=O)CN2CCN(Cc3ccccc3)CC2)cc1,0.6,4,-2,0,-6,6,1,5,20,-10,-1
CCOC(=O)c1sc(NC(=O)c2cc(-c3ccccc3)nc3ccccc23)c(C#N)c1C,3.5,-32,1,2,nt,29,7,23,3,78,-3
COC(=O)C1=C(C)N(Cc2ccco2)C(=O)N[C@@H]1c1ccco1,0.1,0,-25,0,-4,12,6,1,7,-14,-3
COC(=O)c1c(C)oc2ccc(N(C(=O)c3ccncc3)S(=O)(=O)c3ccc(C)cc3)cc12,-1.5,-34,85*,-1,nt,20,3,40,1,61,7
FC(F)(F)c1cnc(Oc2cccc3ccccc23)c(Cl)c1,0.0,-7,-2,-3,-4,-26,5,3,-47,-30,3

# Single records, as listed above:
# NC(=O)[C@H]1CC2(CC(c3cccc(NC(=O)COc4ccc(Cl)cc4)c3)=NO2)CN1C(=O)c1ccc(Cl)cc1 (some centres not stated) in the list: hiPSC survival: -3.9; Cardio protect: 6; NR2E3 ag-1: -19; NR2E3 ag-2: 0; CaV13 FRET inh: -6; Peg3 prom inh: -14; PDI inh: 9; TRPM1 prom inh: -1; HIF-2a block: -63; Shn3 3UTR inh: 24; HTR2A ag: 2
# CCn1c(C)nc2cc(C(=O)N3N=C(CCOC)CC3(O)C(F)(F)F)ccc21 (configuration not stated) in the list: hiPSC survival: -0.6; Cardio protect: -3; NR2E3 ag-1: -21; NR2E3 ag-2: -1; CaV13 FRET inh: -4; Peg3 prom inh: 1; PDI inh: 7; TRPM1 prom inh: 2; HIF-2a block: 10; Shn3 3UTR inh: -6; HTR2A ag: -3
